# MLL CXXC-DNA inh: qHTS Fluorescence Polarization Assay for Inhibitors of MLL CXXC domain - DNA interaction; Histone-lysine N-methyltransferase 2A (Homo sapiens), Q03164; MLL-CXXC / FITC-HOXA9 DNA fluorescence polarization; Potency, µM (highest dose often 115 µM), for inactives: at the top dose activity change, negative = inhibition, usual class: inhibitors; 0.037% of 290,000 active; AID 2662, 2010; active = well fitted inhibition curve with a large enough effect in the polarisation, with a control signal flat, not every such curve was filed as active; inconclusive = small, poorly fitted or top-dose-only effect, or effect the other way, or a change in a side signal; inactive = no such curve, though single readings can be large or run the other way; the % refers to the polarisation; note: potency is the fitted concentration of half-maximal effect
#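 Fluorescence polarization: 7 uM MLL-CXXC (stock) preincubated 5 min with compounds, then 50 nM fluorescein-HOX-A9 DNA (stock) added; 30 min ambient. Buffer 50 mM Tris-HCl pH 7.5, 50 mM NaCl, 1 mM DTT, 0.05% BSA.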
# PKM2 act: qHTS Assay for Activators of Human Muscle isoform 2 Pyruvate Kinase | Pyruvate kinase PKM (Homo sapiens), P14618 | purified PKM2, Kinase-Glo ATP luminescence, activation; response scale: 0% is enzyme alone, no compound | Potency, µM (doses to about 57.5 µM), without a hit: at the top dose activation, hits mostly activators | 0.34% of 260,000 active | AID 1631, 2009; note: potency is the fitted concentration of half-maximal effect; % is set by controls: 0 for no effect and ±100 for the full control effect; nearly all actives have a fitted effect of over 55% in size
#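 ATP formation by purified human PK-M2, quantified via coupled luciferase luminescence after 1 h at room temperature with 0.1 mM ADP and 0.5 mM PEP final.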
# USP2a block: qHTS Assay for Inhibitors of Ubiquitin-specific Protease USP2a Using CHOP2 as the Reporter; Potency, µM (highest dose often 38.3 µM), for the others: at the top dose activity change, negative = inhibition, most hits filed as inhibitors; AID 463254, 2010; USP2 core, Ub-CHOP2 coupled fluorogenic reporter, 485/531; 0.01% of 330,000 active;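 note: potency is the fitted concentration of half-maximal effect; plate controls were DMSO wells for no effect and full inhibition by NEM control for full effect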
#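 Deubiquitinase activity read as fluorescence (485/531 nm) after Ub-CHOP2 cleavage activates the enterokinase reporter on its substrate; USP2 core 10nM, Ub-CHOP2 and substrate 25nM each, 30min compound preincubation then 60min RT; data normalized to NEM, curves fitted.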
# hERG WT inh: qHTS for Inhibitors of KCHN2 3.1: Wildtype qHTS; U2OS, BacMam KCNH2, thallium flux FluxOr; active compounds read low; activity change, % at 1.84 µM; 0.37% of 340,000 active; AID 720551, 2013;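 active = maximum activity change below -70%; inconclusive = maximum activity change between -70% and -50%; inactive = maximum activity change above -50%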; note: % is set by controls: 0 for no effect and ±100 for the full control effect
#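 U2OS cells transduced with wild-type KCNH2 virus are loaded with FluxOr dye for 45 min, and thallium flux is measured in kinetic reads before and after stimulation buffer. Rate constants are normalized to DMSO controls.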
# Coupling enz: qHTS Assay for Inhibitors of Fructose-1,6-bisphosphate Aldolase from Giardia Lamblia: Coupling assay counterscreen | activity change, negative = inhibition, % at 58.2 µM, hits read low | 0.67% of 290,000 active | coupling enzyme system counterscreen, AmpLite Red fluorescence; in the data active = activity change below about -30%; note: % is set by controls: 0 for no effect and ±100 for the full control effect
#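 Counterscreen lacking aldolase: glyceraldehyde-3-phosphate coupling-enzyme reagent preincubated 10 min at RT with compound (at 57.5 uM final), then substrate/coupling system with AmpLite Red added; fluorescence read at 525/598 nm after 20 min RT.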
# TRPV1 agonist: HTS Assay for Compounds that Act as Agonists of the Vanilloid Receptor 1 | activation, % at 8.33 µM | Transient receptor potential cation channel subfamily V member 1 (Homo sapiens), Q8NER1 | TRPV1-expressing cells, Fluo-8 calcium influx, agonist mode | 0.19% of 320,000 active; in the data active = activation above about 80%; inconclusive = between about 30% and that limit; note: 0% is about no effect
# Target sequence (Q8NER1 whole entry, looked up): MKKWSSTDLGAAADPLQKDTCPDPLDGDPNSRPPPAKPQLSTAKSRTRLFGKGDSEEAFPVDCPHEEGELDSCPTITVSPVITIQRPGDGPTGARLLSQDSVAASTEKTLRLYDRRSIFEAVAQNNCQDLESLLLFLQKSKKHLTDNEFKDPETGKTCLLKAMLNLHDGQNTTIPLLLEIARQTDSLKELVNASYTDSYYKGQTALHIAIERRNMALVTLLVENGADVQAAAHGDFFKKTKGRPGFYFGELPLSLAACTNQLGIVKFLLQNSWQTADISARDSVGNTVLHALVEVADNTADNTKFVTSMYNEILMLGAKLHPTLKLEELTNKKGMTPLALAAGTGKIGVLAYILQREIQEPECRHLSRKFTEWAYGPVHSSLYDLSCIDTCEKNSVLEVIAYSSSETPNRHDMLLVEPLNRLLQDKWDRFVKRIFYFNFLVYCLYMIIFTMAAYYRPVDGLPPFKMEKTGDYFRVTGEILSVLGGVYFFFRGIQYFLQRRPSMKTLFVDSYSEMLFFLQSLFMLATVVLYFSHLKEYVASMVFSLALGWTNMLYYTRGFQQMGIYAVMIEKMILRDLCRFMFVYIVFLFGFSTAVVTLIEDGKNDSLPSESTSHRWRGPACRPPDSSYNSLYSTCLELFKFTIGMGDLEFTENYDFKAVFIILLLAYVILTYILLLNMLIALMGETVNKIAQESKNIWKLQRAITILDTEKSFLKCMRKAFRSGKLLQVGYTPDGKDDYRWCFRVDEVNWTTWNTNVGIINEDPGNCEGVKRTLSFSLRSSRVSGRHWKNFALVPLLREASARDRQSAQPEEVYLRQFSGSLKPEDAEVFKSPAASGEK
#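 TRPV1-expressing cells were cultured overnight at 35.5C and loaded with Fluo-8 calcium dye for 40 to 90 min at room temperature. After a 10 s baseline, compound was added and calcium influx was read kinetically for 3 min (ex 480/em 520 nm).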
# GALK inh: qHTS Assay for Inhibitors of Human Galactokinase (GALK) | P51570 | Purified GALK, Kinase-Glo residual ATP luminescence | Potency, µM (series often up to 57.5 µM), for the others: at the top dose activity change, negative = inhibition, most hits filed as inhibitors | 0.007% of 270,000 active; note: potency is the fitted concentration of half-maximal effect; % is set by controls: 0 for no effect and ±100 for the full control effect
#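 Human GALK (5 nM) with 35 uM ATP and 100 uM galactose in 20 mM HEPES pH 8.0, 5 mM MgCl2, 60 mM NaCl, 1 mM DTT, 0.01% BSA. After 1 h at room temperature, leftover ATP was read by Kinase-Glo Plus luminescence.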
# B2AR arrestin: qHTS assay of beta-arrestin-biased ligands of beta2-adrenergic receptor; Beta-2 adrenergic receptor (Homo sapiens), P07550; Potency, µM (series often up to 46.1 µM), for the others: at the top dose activation, usual class: activators; 0.02% of 330,000 active; AID 492947, 2010; beta-arrestin recruitment to beta2AR, cell-based reporter;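 note: potency is the fitted concentration of half-maximal effect; 0% = DMSO controls and full agonism = EC100 isoproterenol or metaproterenol; nearly all actives have a fitted effect of over 65% in size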
# Giardia kill: Small Molecules that selectively kill Giardia lamblia: qHTS; activity change, % at 7.66 µM, hits read low; Giardia lamblia trophozoite viability; 0.15% of 340,000 active; in the data active = activity change below about -80%; inconclusive = between about -30% and that limit;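 note: parasites exposed to compound for two days anaerobically before the ATP read; % is set by controls: 0 for no effect and ±100 for the full control effect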
#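 Viability, read as ATP luminescence: trophozoites at 100 cells/well, compound added, 48 hrs anaerobic at 37 deg C, then 15-30 min room-temperature development before reading.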
# Menin-MLL TR inh: qHTS Assay for Inhibitors Targeting the Menin-MLL Interaction in MLL Related Leukemias: Competition With Texas Red Labeled MLL-derived Mutant Peptide; O00255; Menin + Texas Red MLL mutant peptide, fluorescence polarization; Potency, µM (titrated, usually from 61.6 µM), inactives show at the highest dose FP activity change, negative = inhibition, actives largely listed as inhibitors; 0.23% of 270,000 active; AID 1768, 2009; active = well fitted inhibition curve with a large enough effect in the polarisation, with a control signal flat, not every such curve was filed as active; inconclusive = small, poorly fitted or top-dose-only effect, or effect the other way, or a change in a side signal; inactive = no such curve, though single readings can be large or run the other way; the % refers to the polarisation; note: potency is the fitted concentration of half-maximal effect; % of control where 0% means no effect; many of its hits are not listed in these tables
# KCNH2 3.1 inh: qHTS for Inhibitors of KCHN2 3.1: Mutant qHTS | AID 720553, 2013 | activity change, % (tested at about 1.8 µM) | U2OS KCNH2 3.1, thallium flux FluxOr; active compounds read low | 0.95% of 340,000 active | Potassium voltage-gated channel subfamily H member 2, brain isoform KCNH2 3.1 (human);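 active = maximum activity change below -70%; inconclusive = maximum activity change from -70% to -50%; inactive = maximum activity change above -50%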;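 note: thallium influx rate constant from kinetic fluorescence after stimulation buffer; % is set by controls: 0 for no effect and ±100 for the full control effect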
#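 Thallium flux read-out: FluxOr dye with Red40 quencher in HBSS/HEPES, 45 min at RT. Rate constants from kinetic reads were normalized to positive and negative DMSO controls. Cells: U2OS virally expressing the 3.1 isoform.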
# Numbers without * were called inactive; i = inactive; ? = inconclusive; nt = no result given; & = joins results of further samples; [ ] = dose if it differs, or a comment. Unless noted, calls come from the whole dose curve; as a rule, active = well fitted curve in the direction sought with a large enough effect; inconclusive = small, poorly fitted or top-dose-only effect, or another doubt; inactive = no such curve, though single readings can be large; an effect the other way counts as inactive or inconclusive. Not all compounds are listed; rates above refer to the full screens.
SMILES,MLL CXXC-DNA inh,PKM2 act,USP2a block,hERG WT inh,Coupling enz,TRPV1 agonist,GALK inh,B2AR arrestin,Giardia kill,Menin-MLL TR inh,KCNH2 3.1 inh
CCN(CC)S(=O)(=O)c1cc(C(=O)Nc2ccccn2)ccc1C,0%,-2%,2%,4,3,?,-1%,0.0%,-2,5%,3
COc1cccc(CN(C(=O)CN2C(=O)c3ccccc3S2(=O)=O)C(C(=O)NCC2CCCO2)c2ccco2)c1 (stereo not given),3%,1%,2%,-5,-3,-2,12%,0.5%,16,-4%,-26
Cc1ccc2cccc(N)c2n1,6%,0%,0%,-5,-7,5,7%,-0.1%,-8,-17%,-2
CC1CCCC(NC(=O)c2cc(S(=O)(=O)N3CCCCC3)ccc2Cl)C1C (stereo not given),nt,nt,2%,0,nt,?,nt,-0.3%,13,nt,4
Cc1ccc(N(CC(=O)N2CCCCCC2)S(=O)(=O)c2ccccc2)cc1,34%[activator],2%,0%,-16,3,24,0%,0.1%,-21,?,-2
COC(=O)[C@]1(C)N[C@H](CN(C)S(=O)(=O)c2ccc(F)cc2)[C@@H]2C(=O)N(C)C(=O)[C@@H]21,nt,nt,-2%,-15,nt,nt,nt,-0.4%,-17,nt,16
CN(C)c1cccc(C(=O)OCC(=O)c2ccc[nH]2)c1,nt,nt,1%,-4,nt,0,nt,0.0%,2,nt,-12
COc1ccc(F)cc1CN1CCN(C(=O)CCC(=O)Nc2nnc(CC(C)C)s2)CC1,13%,1%[0.46 µM],1%,1,5,-5,1%,0.2%,2,-15%,-9
CCCN1CCC(NC(=O)CCc2nnc(Cc3cc(OC)ccc3OC)o2)CC1,-3%,-8%,2%,0,9,19,1%,-0.1%,-16,-25%,-1
CCN1C(=O)[C@H]2[C@@H](c3ccc(-c4ccc(OC)cc4)c(OC)c3)N[C@@](Cc3ccccc3)(C(=O)OC)[C@H]2C1=O,nt,nt,1%,5,nt,nt,nt,-2.3%,0,nt,1
Cc1ccc(C(=O)OCCn2cc(C#N)c(=O)[nH]c2=O)cc1,5%,-2%,1%,-7,2,0,-4%,-0.2%,-4,19%,-3
Cn1c(=O)n(C)c2cc([N+](=O)[O-])c(N3CCN(C(=O)c4cccc(F)c4)CC3)cc21,?,-8%,2%,-2,0,0,10%,0.3%,6,-2%,10
CCN(C(=O)COC(=O)CCc1ccccc1)c1ccccc1,-3%,3%,-1%,0,-2,-3,4%,-0.3%,5,-21%,5
CCc1nnc2cccc(Cl)n12,-4%,-1%,3%,nt,2,0,8%,0.0%,-3,-7%,4
Cn1c(SCc2cccnc2)nnc1-c1c[nH]c2ccccc12,-1%,-4%,1%,4,1,-2,2%,0.0%,5,4%,5
CC(C)c1ccc(NC(=O)c2n[nH]c(=O)c3ccccc23)cc1,6%,3%,3%,7,4,11,4%,-0.1%,-14,-10%,?
CC(=O)N1CCN=C1SCc1ccccc1,16%,6%,-1%,-3,1,-1,2%,-0.9%,-3,-1%,-2
CCOc1ccccc1NC(=O)C1CCCCN1S(=O)(=O)c1ccccc1 (stereo not given),nt,nt,-1%,9,nt,29,nt,-0.8%,-9,nt,-5
CCOCCCNC(=O)CN1C(=O)C(CC)Oc2ccccc21 (stereo not given),0%,0%,3%,-13,8,1,-3%,-0.3%,-18,11%,-6
COc1ccc2c(c1)C(=O)N1[C@H]3c4cc(Cl)ccc4OC[C@@H]3[C@H](c3ccccc3)[C@]1(C)C(=O)N2,nt,nt,2%,-32,nt,nt,nt,2.9%,11,nt,-85*
COc1ccccc1NC(=O)C(=O)NCc1ccccc1Cl,-7%,1%,-5%,1,3,14,2%,-0.5%,0,-18%,-2
N#Cc1c(NC(=O)C2CC2)sc2c1CCCCC2,4%,5%,0%,20,2,12,nt,0.2%,11,5%,-1
CC(C)(C)c1cc2nc(N)nc(N)n2n1,-2%,-1%,0%,-6,-1,-1,-2%,-0.2%,-6,nt,-6
c1ccc2sc(SN3CCOCC3)nc2c1,28%&-14%,-45%,0%,-3,-1,2,-1%,-0.9%,5,7%&1%,0
COC(=O)C(N)Cc1ccc(OC)c([N+](=O)[O-])c1 (stereo not given),-6%,-3%,0%,-2,1,-5,2%,0.2%,8,nt,14

# Three entries from above, field by field:
COC(=O)C(N)Cc1ccc(OC)c([N+](=O)[O-])c1 (stereo not given)
  MLL CXXC-DNA inh: -6%; PKM2 act: -3%; USP2a block: 0%; hERG WT inh: -2; Coupling enz: 1; TRPV1 agonist: -5; GALK inh: 2%; B2AR arrestin: 0.2%; Giardia kill: 8; Menin-MLL TR inh: nt; KCNH2 3.1 inh: 14

CC(C)c1ccc(NC(=O)c2n[nH]c(=O)c3ccccc23)cc1
  MLL CXXC-DNA inh: 6%; PKM2 act: 3%; USP2a block: 3%; hERG WT inh: 7; Coupling enz: 4; TRPV1 agonist: 11; GALK inh: 4%; B2AR arrestin: -0.1%; Giardia kill: -14; Menin-MLL TR inh: -10%; KCNH2 3.1 inh: ?

CC1CCCC(NC(=O)c2cc(S(=O)(=O)N3CCCCC3)ccc2Cl)C1C (stereo not given)
  MLL CXXC-DNA inh: nt; PKM2 act: nt; USP2a block: 2%; hERG WT inh: 0; Coupling enz: nt; TRPV1 agonist: ?; GALK inh: nt; B2AR arrestin: -0.3%; Giardia kill: 13; Menin-MLL TR inh: nt; KCNH2 3.1 inh: 4

# Continuation:
SMILES,MLL CXXC-DNA inh,PKM2 act,USP2a block,hERG WT inh,Coupling enz,TRPV1 agonist,GALK inh,B2AR arrestin,Giardia kill,Menin-MLL TR inh,KCNH2 3.1 inh
O=C(Nc1cc(Cl)cc(Cl)c1)C(NCCO)c1ccccc1 (stereo not given),-17%,-2%,-10%,-19,-2,7,3%,-0.5%,22,-6%,0
O=C(NCCCN1CCCC1)c1ccc2c(c1)N(Cc1ccccc1F)C(=O)c1ccccc1S2(=O)=O,1%,nt,2%,-1,nt,-1,1%,-0.9%,-11,nt,-18
CC(C)c1nc(-c2ccc([N+](=O)[O-])cc2)cs1,6%,-5%,3%,0,1,-4,-2%,0.0%,4,-11%,-19
COC(=O)c1sc2nc(C)cc(C)c2c1N,14%,-9%,2%,0,-6,0,1%,0.0%,13,18%,4
Nc1cc(=O)[nH]c(=O)n1CC1CC1,5%,4%&0%,2%,1,2&-1,3,nt,-1.1%,-17,?,3
CC(=O)c1sc(NC(=O)C2=NN(c3ccccc3)C(=O)CC2)nc1C,-5%,-12%,5%,5,4,1,12%,0.0%,-4,-15%,1
CCOC(=O)C1(Cc2ccc(OC)cc2)CCN(C(=O)CCc2cccnc2)CC1,-3%,0%,1%,i,0,17,0%,0.1%,-25,-21%,-15
Cc1cc(NC(=O)CSCC(=O)OC(C)C(=O)c2cc(C)c(C)cc2C)no1 (stereo not given),nt,nt,2%,-6,nt,0,nt,0.1%,3,nt,4
Nn1c(SCC(=O)NCc2ccccc2)nncc1=O,6%,?,1%,9,3,-6,0%,-0.4%,-3,5%,9
Brc1ccc(OCc2cn3ccccc3n2)cc1,0%,-4%,8%,1,2,?,0%,0.0%,?,25%,-4
COc1ccc(S(=O)(=O)Nc2ccccc2C(=O)NCc2cccnc2)cc1,-3%,nt,-6%,3,2,4,-3%,-0.5%,-23,-11%,8
Cc1cccc(C)c1NC(=O)N1CCN(c2nc3ccccc3s2)CC1,-9%,11%,5%,-2,-2,15,0%,-1.0%,11,nt,6
O=[N+]([O-])c1cc2c(cc1/C=N/NS(=O)(=O)c1ccc(Br)cc1)OCO2,-20%,13%,2%,-19,-1,-2,-2%,-0.2%,-3,-24%,-2
CCCCCCNC(=O)CCNS(=O)(=O)c1ccc(C)cc1,-3%,-3%,-4%,-4,0,-6,-1%,0.3%,-5,12%,1

# From PubChem BioAssay
